# PREPL inh: inhibits the human prolyl oligopeptidase-like enzyme | 320,000 compounds, 0.68% hits | AID 2751 | Q4J6C6 | recombinant PREPL, fluorescence polarization activity-based probe | inhibition, % at 5.96 µM; in the data active means inhibition above about 43%;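 further: 0% = enzyme with DMSO and 100% = wells lacking enzyme; many of its hits are not listed in these tables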
# LYPLA1 inh: LYPLA1 (human) inhibition in PME1 counter-screen | O75608 | recombinant LYPLA1, FP-Rh probe fluorescence polarization | inhibition, % at 5.9 µM | 320,000 compounds, 0.16% hits | AID 2174;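 active means inhibition above the mean of all tested compounds plus 3 SD, set per campaign, cut at about 14% in these data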;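 further: inhibitors block serine hydrolase probe labeling of LYPLA1 so polarization falls; 0% = enzyme with DMSO and 100% = wells lacking LYPLA1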
# PAFAH2 inh: PAFAH2 (human) inhibition. Q99487. recombinant PAFAH2, FP-rhodamine activity probe, fluorescence polarization. inhibition, % at 3.39 µM. 340,000 compounds, 0.99% hits. AID 492956;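 active means inhibition above the mean over all tested compounds plus 3 SD, cut at about 30% in these data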;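 further: inhibitors block probe labeling of enzyme so polarization drops; 0% = enzyme with DMSO and 100% = wells lacking PAFAH2 protein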
# PAD4 FP inh: blocks human protein arginine deiminase 4; recombinant PAD4, RCA probe fluorescence polarization; inhibition, % at 6.36 µM; 330,000 compounds, 0.41% hits;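 active means percent inhibition above a cutoff equal to the mean of all tested compounds plus 3 SD, cut at about 15% in these data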;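 further: 0% = PAD4 with RCA probe and DMSO and 100% = probe without PAD4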
# ZTA counter: counter-screen for EBNA-1 inhibitors: inhibitors of Epstein-Barr virus ZTA; P03206; ZTA-DNA binding, fluorescence polarization; inhibition, % at 11 µM; 320,000 compounds, 0.15% hits; in the data active means inhibition above about 33%
# Target sequence (P03206 whole entry, looked up): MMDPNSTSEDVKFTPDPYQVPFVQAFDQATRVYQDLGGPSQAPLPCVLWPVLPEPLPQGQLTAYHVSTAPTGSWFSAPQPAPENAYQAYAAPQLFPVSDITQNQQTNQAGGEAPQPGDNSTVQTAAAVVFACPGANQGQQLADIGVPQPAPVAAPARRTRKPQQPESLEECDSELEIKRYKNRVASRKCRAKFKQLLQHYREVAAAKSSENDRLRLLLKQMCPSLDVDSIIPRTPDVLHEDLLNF
# EBNA-1 inh: blocks EBNA-1 binding to DNA | EBNA-1 DNA binding, fluorescence polarization | inhibition, % at 14.8 µM | 300,000 compounds, 0.34% hits | AID 1950; in the data active means inhibition above about 28%
# GSTO1 inh: GSTO1 inhibition, counter-screen for RBBP9 inhibitors | recombinant GSTO1, activity-based probe fluorescence polarization | inhibition, % at 5.96 µM | 300,000 compounds, 1.1% hits;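 active means inhibition above the campaign mean inhibition plus 3 SD, cut at about 35% in these data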;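 further: 0% = GSTO1-1 with DMSO and 100% = wells lacking GSTO1-1 enzyme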
# Target sequence (P78417 whole entry, looked up): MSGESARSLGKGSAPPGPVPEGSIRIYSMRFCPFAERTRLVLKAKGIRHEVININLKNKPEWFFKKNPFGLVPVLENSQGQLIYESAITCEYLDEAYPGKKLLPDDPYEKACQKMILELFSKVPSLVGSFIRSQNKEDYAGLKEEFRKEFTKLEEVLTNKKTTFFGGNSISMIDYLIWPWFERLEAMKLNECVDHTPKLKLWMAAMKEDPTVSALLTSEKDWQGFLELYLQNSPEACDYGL
# PAFAH1B3 inh: blocks human PAF acetylhydrolase 1B catalytic subunit 3; recombinant PAFAH1B3, FP-rhodamine probe, fluorescence polarization; inhibition, % at 3.39 µM; 340,000 compounds, 0.28% hits;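 active means inhibition above the screen-wide average of all tested compounds plus 3 SD, cut at about 25% in these data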;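 further: 0% = enzyme with DMSO only and 100% = wells lacking PAFAH1B3 protein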
# Target sequence (Q15102 whole entry, looked up): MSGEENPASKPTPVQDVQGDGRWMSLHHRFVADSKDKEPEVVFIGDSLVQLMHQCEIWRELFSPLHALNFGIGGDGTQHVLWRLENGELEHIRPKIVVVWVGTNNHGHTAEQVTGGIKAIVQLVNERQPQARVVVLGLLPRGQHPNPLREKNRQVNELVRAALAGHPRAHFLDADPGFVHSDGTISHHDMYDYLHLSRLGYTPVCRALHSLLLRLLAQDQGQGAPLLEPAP
# LYPLA2 inh: blocks human lysophospholipase 2, a PME1 counter-screen. AID 2177. 320,000 compounds, 0.38% hits. O95372. inhibition, % at 5.9 µM. recombinant LYPLA2, FP-Rh probe fluorescence polarization;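 active means inhibition above the screen-wide mean plus 3 SD, limit set per campaign, cut at about 26% in these data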;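 further: 0% = LYPLA2 with DMSO and 100% = wells lacking LYPLA2 enzyme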
# Target sequence (O95372 whole entry, looked up): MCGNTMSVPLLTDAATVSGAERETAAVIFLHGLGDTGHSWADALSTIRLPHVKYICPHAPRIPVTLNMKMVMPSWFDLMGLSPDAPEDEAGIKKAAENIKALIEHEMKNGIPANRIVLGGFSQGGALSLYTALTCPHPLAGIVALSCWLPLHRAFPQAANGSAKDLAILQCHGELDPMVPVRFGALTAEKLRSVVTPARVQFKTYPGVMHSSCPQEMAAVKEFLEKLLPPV
# * = called active by the depositor; / = no result given. Some of the compounds tested (hit frequency here may not be typical).
entry	SMILES	PREPL inh	LYPLA1 inh	PAFAH2 inh	PAD4 FP inh	ZTA counter	EBNA-1 inh	GSTO1 inh	PAFAH1B3 inh	LYPLA2 inh
1	Cc1c(O)c2c(=O)n(-c3ccccc3)c(-c3ccccc3)cc2oc1=O	11.0	2.8	-2.7	-5.0	2.3	10.9	-1.0	3.4	-2.8
2	CCCCOC(=O)C1[C@H]2C(=O)N(c3ccccc3CC)C[C@]23C=C[C@H]1O3 (some centres not stated)	6.1	-3.3	5.9	-4.9	22.3	9.7	3.7	2.0	3.4
3	CSCCC(=O)N1CCCC(CO)(CCCc2ccccc2)C1 (configuration not stated)	6.9	1.1	4.9	3.3	0.1	2.9	-23.5	7.0	4.7
4	O=C1c2cccc3cccc(c23)N1Cc1cccc(F)c1	-8.0	-1.5	-3.6	0.9	-6.1	13.1	-4.3	0.7	4.8
5	O=C(Cn1cc2c(n1)CCCC2)NCc1ccccn1	-2.2	7.5	3.6	8.7	-4.5	-7.8	-2.6	11.3	3.0
6	CN(C)S(=O)(=O)c1ccc(C(=O)NCc2ccccn2)cc1	-6.0	-2.2	-5.0	-8.7	12.1	0.0	-0.8	-0.4	-3.2
7	CNC(=O)c1[nH]cnc1C(=O)Nc1ccc(F)cc1	-11.1	-0.7	8.6	1.3	-5.1	-8.7	2.0	11.4	5.2
8	Cc1cccc(-n2c(SCC(=O)NCc3ccco3)nnc2-c2ccco2)c1	3.1	-3.9	0.0	3.2	-14.2	-0.8	1.9	3.1	-2.0
9	N#Cc1c(NC(=O)c2ccc(-c3ccccc3[N+](=O)[O-])o2)sc2c1CCCC2	6.1	-9.0	5.5	-0.9	0.4	1.7	4.5	2.2	-6.4
10	CSc1nc2cc(Cl)ccc2s1	0.8	0.9	4.9	-0.8	-10.1	6.0	-3.4	2.0	0.8
11	CC(C)CNc1cc(Cl)c(S(=O)(=O)NCC(C)C)cc1C(=O)O	7.2	-1.9	-3.1	6.3	6.2	-0.4	-5.8	1.5	0.3
12	O=C(NCc1ccccc1)C(Cc1ccccc1)N1C(=O)C2C3CCC(C3)C2C1=O (configuration not stated)	-11.0	-3.0	8.0	-0.5	-10.2	-10.7	2.9	2.5	-2.2
13	c1ccc(Oc2ccc(-c3ccnc4nc(N5CCN(c6ccccc6)CC5)nn34)cc2)cc1	13.5	-0.2	-6.7	-0.8	-4.0	3.4	-1.8	4.0	3.3
14	CCCOC(=O)c1c(NC(=O)/C=C/c2cnn(C)c2C)sc(C(=O)OC)c1C	6.8	-3.8	1.3	4.0	-6.2	0.3	3.1	5.3	-4.3
15	CCN(CC(=O)NCc1ccc(F)cc1)C(=O)COc1ccc2ccccc2c1	-9.5	-1.9	-6.9	-2.0	2.4	-5.5	0.8	6.3	-0.3
16	O=C(NC(=S)Nc1ccc(S(=O)(=O)Nc2ncccn2)cc1)c1ccc(Br)cc1	8.2	0.2	0.5	0.6	-3.1	4.6	6.0	0.7	4.8
17	Cc1ccc(C(=O)Nc2ccccc2C(=O)NC(Cc2ccccc2)C(=O)O)cc1 (configuration not stated)	-4.8	-0.5	-0.6	0.2	6.7	-9.4	-12.7	-1.6	-1.4
18	Cc1nn(C)c(C)c1C1C(C#N)=C(N)Oc2n[nH]c(C)c21 (configuration not stated)	3.3	-0.4	8.2	-0.1	9.1	0.2	22.2	4.0	-3.2
19	O=C(NC1CCCCCCC1)c1cccs1	6.0	0.4	-3.0	6.5	3.1	9.5	-0.2	9.4	4.1
20	COc1ccc(S(=O)(=O)N2CCC3(CC2)CC(=O)c2ccccc2O3)cc1OC	-2.1	0.3	-2.4	-2.5	9.2	8.9	-6.2	10.9	3.5
21	Cc1cccc2cc(COC(=O)COc3ccccc3)c(=O)[nH]c12	18.9	0.1	-0.2	1.9	4.6	7.8	-6.0	9.7	-1.7
22	O=C(O)c1c2c(nc3ccccc13)-c1ccccc1CC2	12.0	3.2	2.1	-3.2	-9.5	-8.1	-6.0	5.5	6.8
23	COc1cc(-c2nnc3sc(-c4ccco4)nn23)cc(OC)c1OC	3.5	4.4	10.3	1.7	-5.7	15.4	5.3	5.3	4.7
24	CCOc1ccc(Nc2nc3ccccc3c(=O)s2)cc1	4.3	-0.9	-3.9	0.6	12.8	2.8	-3.3	5.7	-7.4
25	CCOC(=O)C1(C)C=C(Nc2ccc(NC(C)=O)cc2)C(=O)N1c1ccc(NC(C)=O)cc1 (configuration not stated)	11.2	-0.3	5.1	-3.2	5.5	2.5	-8.1	8.1	9.3
26	N/C(CS(=O)(=O)c1ccccc1)=N\OC(=O)c1ccc(F)cc1	-66.5	-1.0	51.5*	-2.3	1.4	-5.1	-1.7	4.7	2.7
27	Cc1ccc(-n2c(O)c(C=NC3CCS(=O)(=O)C3)c3ccccc3c2=O)cc1C (configuration not stated)	11.2	-5.1	-1.3	-1.2	-1.2	7.8	1.2	15.4	2.4
28	COC(=O)c1c(NC(=O)CN2CCCC(C)C2)c2c(C)cccc2n1C (configuration not stated)	-1.0	-0.6	5.1	-8.2	2.5	0.9	-3.3	5.9	-0.7
29	Cc1cc(NC(=O)CSc2nccn2C)n(-c2ccccc2)n1	3.7	0.2	6.1	-0.1	3.9	-13.3	-12.3	8.0	0.6
30	Cc1ccc(NC(=O)CN(c2ccccc2F)S(C)(=O)=O)cc1	-7.0	4.1	8.9	0.0	-10.1	-5.1	2.0	-2.7	4.5
31	COc1cc(C(=O)Nc2ccc(NC(=O)C3CC3)nc2)cc(OC)c1OC	4.3	-1.3	-2.6	5.2	-8.4	-7.9	1.2	0.5	5.2
32	CN1CCc2c(sc(NC(=O)c3cc(Cl)sc3Cl)c2C(N)=O)C1	-7.1	-1.2	/	0.3	9.8	0.3	-12.8	/	-2.1
33	CCC(NC(=O)Cc1c(C)c2cc3c(cc2oc1=O)OC(C)(C)CC3)C(=O)O (configuration not stated)	7.7	-0.1	1.4	-4.3	-7.7	14.2	-4.0	6.3	0.3
34	CCCN(CCC)c1nc2ccccc2n2c(C)nnc12	6.2	-5.2	2.7	-4.4	0.6	-5.7	0.5	-5.5	2.4
35	CC(=O)n1cc([C@H]2C=C(C(=O)N3CCN(Cc4ccccc4)CC3)O[C@@H](OCc3ccc(CO)cc3)C2)c2ccccc21	-81.9	-4.2	5.9	-2.5	-9.0	-2.1	3.6	2.6	3.8
36	Cc1cc(C)nc(SCC(=O)N2CCC(C(N)=O)CC2)n1	-0.6	-2.3	-2.6	2.4	-22.2	7.7	1.5	2.0	0.0
37	O=C(NCCCn1ccnc1)c1ccc(NS(=O)(=O)c2cccc([N+](=O)[O-])c2)cc1	-4.8	-1.0	2.4	-1.4	2.9	-0.6	-3.9	6.0	4.8
38	Cc1nc([N+](=O)[O-])c(Br)n1Cc1ccccc1	39.6	1.3	5.7	-1.6	4.6	-7.7	-0.2	9.2	2.9
39	Cc1cc(C)c(NC(=O)CN2C(=O)NC3(CCCCC3)C2=O)c(C)c1	1.3	-1.6	-8.3	0.2	18.9	12.3	-2.5	8.3	-4.4
40	COc1cc(OC)cc(C(=O)NNC(=O)CNC(=O)c2cccs2)c1	-4.4	-1.2	3.2	0.9	8.1	/	/	5.8	2.7

# Single records, as listed above. Order of screens: PREPL inh	LYPLA1 inh	PAFAH2 inh	PAD4 FP inh	ZTA counter	EBNA-1 inh	GSTO1 inh	PAFAH1B3 inh	LYPLA2 inh
# COc1cc(C(=O)Nc2ccc(NC(=O)C3CC3)nc2)cc(OC)c1OC across the screens: 4.3	-1.3	-2.6	5.2	-8.4	-7.9	1.2	0.5	5.2
# Cc1cccc2cc(COC(=O)COc3ccccc3)c(=O)[nH]c12 across the screens: 18.9	0.1	-0.2	1.9	4.6	7.8	-6.0	9.7	-1.7

# Later entries:
entry	SMILES	PREPL inh	LYPLA1 inh	PAFAH2 inh	PAD4 FP inh	ZTA counter	EBNA-1 inh	GSTO1 inh	PAFAH1B3 inh	LYPLA2 inh
41	O=S(=O)(c1ccccc1)c1cnn(-c2ccccc2)c1-c1ccc(F)cc1	19.0	2.8	1.9	-1.7	15.6	13.5	-6.8	5.7	-4.3
42	C=CCn1c(SC(C)C(=O)NC2CC2)nnc1-c1ccoc1C (configuration not stated)	-0.8	-0.2	0.0	-1.8	0.7	0.5	5.0	0.6	-67.8
43	COc1ccccc1C(=O)NNC(=O)C(=O)Nc1ccc(C)cc1	17.9	-2.2	10.5	1.8	-0.6	5.6	2.3	7.1	3.4
44	CCCC1NC(=S)NC(C)=C1C(C)=O (configuration not stated)	-0.2	1.4	-3.0	-0.8	3.9	1.9	-5.8	1.0	9.0
45	CCOc1ccccc1NC(=O)CSc1c(C)n[nH]c1C	6.4	-2.6	-0.9	4.1	2.4	-6.3	1.3	2.2	-3.9
46	O=C(Nc1ccccc1F)c1ccc(OCc2ccccc2)cc1	5.3	-1.9	-10.5	-2.3	-1.0	-0.2	4.2	3.2	-2.5
47	CCn1ncc(Br)c1C(=O)Nc1ccccc1C(=O)OC	-2.0	2.7	-8.9	-1.2	-3.6	13.3	7.8	-5.7	0.9
48	CCCN(C(=O)c1ccc(-n2cncn2)c([N+](=O)[O-])c1)C1CCS(=O)(=O)C1 (configuration not stated)	2.5	-0.3	0.7	-8.1	-4.4	/	/	-4.1	0.8
49	CC(C)CC(=O)N1CCC(N(CCc2ccccc2)Cc2ccccc2)CC1	8.6	-5.0	-4.5	-1.9	-0.7	3.7	0.2	1.4	-3.8
50	COc1cc(-c2nnc(SCC(=O)N3CCOCC3)o2)cc(OC)c1OC	3.4	0.2	0.9	-2.8	-22.0	-5.6	-3.0	6.5	3.1
51	CCN(CC(=O)Nc1ccc2c(c1)OCCO2)c1ccc(S(=O)(=O)N2CCOCC2)cn1	-4.6	1.9	-5.4	-6.2	-12.0	8.2	2.5	1.1	2.6
52	Cc1cc(C(=O)NN=Cc2c(C)[nH]c3ccccc23)c(C)o1	15.3	/	7.7	-0.2	/	/	/	13.1	/
53	CC(=O)Nc1ccc(Nc2c3ccccc3nc3ccccc23)cc1	13.5	-1.5	9.4	-4.1	-7.7	-11.4	-11.8	0.6	-0.6
54	C=CCNC(=O)C1CC2Cn3c(nc4cc(Cl)c(Cl)cc43)C2N1C (configuration not stated)	9.0	2.4	-4.8	5.1	-12.3	-4.1	3.5	14.5	-0.1
55	CC(C)c1ncc(C(O)c2cccc3ccccc23)n1C (configuration not stated)	8.4	-2.2	-0.9	-0.5	-10.0	-1.8	36.1*	5.8	-0.1
56	CCN1CCN(C(=O)c2cc(COc3ccc4ncccc4c3)on2)CC1	-2.1	2.4	3.5	2.7	-2.7	6.5	4.9	4.3	4.3
57	COc1ccc(C(=O)O)c(O)c1	-1.8	7.7	-1.4	3.2	17.3	7.3	5.2	1.1	6.7
58	O=C(NCCCn1ccnc1)c1ccc(OCC(F)(F)F)cc1	11.8	2.9	-0.9	-2.0	-8.4	7.2	6.1	4.2	-3.5
59	O=C(CN1CCC(NC(=O)Cc2ccccc2)CC1)Nc1ccccc1Br	-5.8	-1.7	9.0	-3.0	-1.9	-7.2	1.5	3.0	-0.7
60	O=C(NCc1ccc(Cl)cc1)c1ccc(N2CCCC2=O)cc1	8.2	-4.6	-12.7	-2.0	13.4	10.4	-2.2	5.2	0.8
61	N#C/C(=C\c1cn[nH]c1-c1ccc(Cl)cc1)C(=O)NC1CC1	-6.3	1.4	8.6	-2.3	3.2	-4.0	1.6	8.7	5.6
62	COc1ccccc1C(c1nnnn1Cc1ccccc1)N1CCN(c2nc3ccccc3s2)CC1 (configuration not stated)	21.7	-2.6	-1.4	-4.8	2.6	2.9	-5.9	-4.7	-1.3
63	Cc1ccc(C(=O)Oc2ccccc2N2CCOCC2)cc1	-1.8	-1.7	0.6	0.4	4.4	-7.7	1.9	1.5	3.0
64	CCC(=O)Oc1ccc2c(C)cc(=O)oc2c1C(=O)CC	-1.8	1.8	/	-0.9	0.5	-8.8	-3.7	/	7.8

# Screens as filed in PubChem BioAssay.
